Source: PubChem BioAssay (several laboratories)
TcdB inh: TcdB glycohydrolase inhibitors, primary screen, biochemical, single point, plate reader. TcdB glycohydrolase enzymatic assay. inhibition, % at 9.99 µM. 350,000 tested, 0.24% active. AID 652162, 2013; in the data active = inhibition above about 10%
CCHFV vOTU inh: CCHFV vOTU protease inhibitors, primary screen, biochemical, Pep-AMC substrate, fluorescence; inhibition, % at 11.5 µM; 370,000 tested, 0.55% active; AID 651958, 2012; in the data active = inhibition above about 30%; note: 0% = vehicle wells with enzyme and 100% = no enzyme wells
FadD28 FP inh: inhibitors of FadD28 bisubstrate probe binding, primary screen, biochemical, fluorescence polarization, single point; inhibition, % at 12.5 µM; 360,000 tested, 0.22% active; Mycobacterium tuberculosis FadD28 fatty-acid-AMP ligase; AID 588549, 2011; in the data active = inhibition above about 8.5%, passing the limit was not always enough; inconclusive = no clear call, values can overlap the other calls
BoNT-A LC inh2: BoNT/A light chain protease inhibitors, primary screen, biochemical, flow cytometry, MLPCN library; Botulinum neurotoxin type A light chain protease (Clostridium botulinum A str. ATCC 3502); inhibition, % at 10 µM; multiplex microsphere protease substrate cleavage; 360,000 tested, 0.17% active; note: plate controls were buffer without enzyme for full effect and enzyme alone for no effect
PrPC TRFRET: inhibitors of human cell surface prion protein PrPC, primary screen, cell-based, TR-FRET. AID 720596, 2013. inhibition, % at 13.8 µM. 370,000 tested, 0.43% active. TR-FRET read-out; in the data active = inhibition above about 24%; note: 0% = median of the test wells and 100% = reference compound wells
BoNT-F LC inh: BoNT/F light chain protease inhibitors, primary screen, biochemical, flow cytometry, MLPCN library; inhibition, % at 10 µM; Botulinum neurotoxin type F light chain protease (Clostridium botulinum); 360,000 tested, 0.22% active; Multiplex microsphere protease cleavage assay; in the data active = inhibition above about 35%, passing the limit was not always enough; inconclusive = no clear call, values can overlap the other calls; note: plate controls were buffer without enzyme for full effect and enzyme alone for no effect
Y pestis TopoI: Yersinia pestis topoisomerase I inhibitors, primary screen, biochemical, cleavage product accumulation, plate reader, single point; DNA topoisomerase I (Yersinia pestis CO92); Y. pestis Topo-I cleavage product accumulation; activity, % at 10 µM; 360,000 tested, 0.064% active; AID 504884, 2011; in the data active = activity above about 50%, passing the limit was not always enough; inconclusive = no clear call, values can overlap the other calls; note: inactives centre near 2
Anthrax LF inh2: Bacillus anthracis LF protease inhibitors, primary screen, biochemical, multiplex microsphere, MLPCN library. Lethal factor (Bacillus anthracis), P15917. multiplex microsphere protease cleavage assay. inhibition, % at 10 µM. 360,000 tested, 0.12% active. AID 588501, 2011; note: plate controls were buffer without enzyme for full effect and enzyme alone for no effect
Target sequence (P15917 whole entry, looked up): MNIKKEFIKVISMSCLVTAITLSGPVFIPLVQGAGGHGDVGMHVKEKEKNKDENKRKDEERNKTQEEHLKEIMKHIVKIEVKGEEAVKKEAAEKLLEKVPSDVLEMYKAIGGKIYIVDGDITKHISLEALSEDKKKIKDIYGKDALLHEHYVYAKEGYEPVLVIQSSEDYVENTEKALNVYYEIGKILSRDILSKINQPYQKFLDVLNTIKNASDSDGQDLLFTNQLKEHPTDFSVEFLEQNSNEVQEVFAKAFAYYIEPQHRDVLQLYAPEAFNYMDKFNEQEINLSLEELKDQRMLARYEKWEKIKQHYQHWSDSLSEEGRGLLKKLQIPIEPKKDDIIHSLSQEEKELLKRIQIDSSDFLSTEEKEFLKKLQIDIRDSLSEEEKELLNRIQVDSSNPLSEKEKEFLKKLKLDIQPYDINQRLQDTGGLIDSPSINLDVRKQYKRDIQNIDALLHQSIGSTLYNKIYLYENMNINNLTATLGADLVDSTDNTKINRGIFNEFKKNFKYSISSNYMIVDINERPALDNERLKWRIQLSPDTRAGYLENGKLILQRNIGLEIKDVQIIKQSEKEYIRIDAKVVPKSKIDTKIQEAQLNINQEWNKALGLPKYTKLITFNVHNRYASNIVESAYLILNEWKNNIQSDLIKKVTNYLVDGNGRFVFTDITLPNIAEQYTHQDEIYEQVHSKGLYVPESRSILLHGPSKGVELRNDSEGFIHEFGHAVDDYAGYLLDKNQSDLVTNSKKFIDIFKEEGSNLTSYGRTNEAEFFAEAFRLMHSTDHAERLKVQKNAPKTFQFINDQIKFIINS
PfHsp40 rescue: rescue of yeast from PfHsp40 toxicity, primary screen, S. cerevisiae, ATP luminescence; S. cerevisiae expressing PfHsp40, growth rescue; growth rescue, % at 12.5 µM; 340,000 tested, 0.68% active; AID 504582, 2011; in the data active = growth rescue above about 28%, passing the limit was not always enough; inconclusive = no clear call, values can overlap the other calls;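 note: yeast W303a lacking pdr1 and pdr3 grown in galactose medium; growth measured after three days at 30 °C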
An asterisk follows results filed as active; ? = inconclusive; · = no result given. Cut-off read from the data, not from the text of the source, unless noted: active = inhibition above about 30%; inconclusive = no clear call, values can overlap the other calls; inactive = below that. No enrichment for hits, and some 2.3% of all compounds hit somewhere here.

Sample of the layout (3 entries):
SMILES	TcdB inh	CCHFV vOTU inh	FadD28 FP inh	BoNT-A LC inh2	PrPC TRFRET	BoNT-F LC inh	Y pestis TopoI	Anthrax LF inh2	PfHsp40 rescue
NS(=O)(=O)c1ccc(CCNS(=O)(=O)c2ccc(Cl)nc2)cc1	0.0	-13	-1.3	-0.6	6	-13	-7	-2	-0.6
CC(C)NS(=O)(=O)c1ccc(NC(=O)CCc2ccccc2)cc1	2.3	10	-0.6	3.5	-3	6	-10	-6	-1.7
CSc1ccccc1C(=O)NCC1CCCO1 (stereo not given)	·	6	-4.1	4.8	-5	9	3	-2	-1.1

This part in full, previewed entries included:
SMILES	TcdB inh	CCHFV vOTU inh	FadD28 FP inh	BoNT-A LC inh2	PrPC TRFRET	BoNT-F LC inh	Y pestis TopoI	Anthrax LF inh2	PfHsp40 rescue
NS(=O)(=O)c1ccc(CCNS(=O)(=O)c2ccc(Cl)nc2)cc1	0.0	-13	-1.3	-0.6	6	-13	-7	-2	-0.6
CC(C)NS(=O)(=O)c1ccc(NC(=O)CCc2ccccc2)cc1	2.3	10	-0.6	3.5	-3	6	-10	-6	-1.7
CSc1ccccc1C(=O)NCC1CCCO1 (stereo not given)	·	6	-4.1	4.8	-5	9	3	-2	-1.1
COc1ccc(N=c2ssnc2Cl)cc1	·	·	2.3	-1.1	·	-10	-9	-1	0.0
COc1ccc(N2CCN(C(=O)c3cc(=O)c4cc(C)c(C)cc4o3)CC2)cc1	-0.1	-1	-1.7	2.3	2	0	26	5	-0.7
C=CCOc1c(Br)cc(CNn2nnnc2N)cc1OC	·	6	-4.3	0.1	4	0	-5	3	-0.1
O=C1c2oc3ccccc3c(=O)c2C(c2cccc(O)c2)N1CCCN1CCOCC1 (stereo not given)	1.3	-4	-4.4	-0.6	-3	2	1	-12	0.2
Cc1cccc(NC(=O)NCCc2c[nH]c3ccccc23)c1	·	-9	-1.6	1.3	9	2	-9	0	0.0
Cc1ccc(OC(C)c2nnc(N)s2)cc1Cl (stereo not given)	·	9	-1.5	-0.2	11	3	1	-3	0.1
Cc1cc(Cl)c(S(N)(=O)=O)cc1OCC(=O)NC1CCCCC1	0.1	-3	1.0	3.7	1	6	12	3	-0.6
CCCNc1nc(C)c(C(C)=O)cc1C#N	·	-3	-2.7	-0.5	-3	-35	-3	2	-0.9
CC1(C(=O)O)CCC(C(=O)NC2CCCCCC2)C1(C)C (stereo not given)	·	11	-1.0	4.6	3	3	-9	1	7.5
Cc1nccn1-c1ncnc2sc3c(c12)CCCC3	·	-1	-4.4	0.8	0	1	8	-2	-0.2
N=c1ncn(Cc2ccccc2)c2nc(SCCOc3ccccc3)[nH]c12	1.7	6	-1.4	-0.2	-6	2	-3	3	-1.0
CN(CC(=O)Nc1ccc(F)c(F)c1F)C(=O)C1=COCCO1	1.1	-2	-1.3	0.2	-3	1	0	-3	-0.9
CC(C)C(c1nnnn1CCc1ccccc1)N1CCN(C(=O)c2ccco2)CC1 (stereo not given)	·	8	-1.5	-0.1	-3	-1	-5	0	1.8
NS(=O)(=O)c1cccc(NC(=S)NC(=O)C23CC4CC(CC(C4)C2)C3)c1	·	1	-1.5	0.9	-5	11	-1	-1	-0.2
CCN(C(=O)COC(=O)c1nc(Cl)ccc1Cl)c1c(N)n(Cc2ccccc2)c(=O)[nH]c1=O	0.8	-11	-1.8	0.1	10	2	8	-2	-0.2
CCOC(=O)NC(=O)CSc1nc(C)cc(C(F)(F)F)c1C#N	·	-4	-3.2	0.6	-5	9	-5	-2	-0.5
Cc1[nH]n(-c2cccc(Cl)c2)c(=O)c1C=NCC(C)C	1.0	-3	-1.1	-0.1	1	-6	-12	-1	0.9
COc1ccc(C(=O)C(OC(=O)c2ccccc2Cl)c2ccccc2)cc1 (stereo not given)	·	-17	0.3	-0.4	-2	-5	10	-2	-0.2
COC(=O)c1cc(S(=O)(=O)N(C)c2ccc(C)c(C)c2)c[nH]1	0.9	11	-4.3	0.9	1	9	-1	-4	-0.1
CC12CCCCC1c1ccccc1C(=NCC(=O)O)N2 (stereo not given)	·	-10	-1.3	-0.5	2	-5	0	-7	-0.2
Cc1ccc(/C=C2\SC(=S)N(CCC(=O)NNC(=O)c3cccnc3)C2=O)cc1	·	10	-1.4	-1.0	3	-6	4	-5	-0.2
CCC1CCCCN1CCCNC(=O)CS(=O)(=O)Cc1nc(-c2cccc(OC)c2)oc1C (stereo not given)	0.1	7	-0.5	-1.4	-4	5	9	-4	-0.5
Cc1cccc(NC(=O)CSc2nnc(CNC(=O)c3cccs3)o2)c1C	1.3	-11	-1.9	-0.3	-10	-2	-4	-1	-0.4
Cc1cc(NC(=O)CN2C(=O)NC(c3ccccc3)(c3ccc(C)c(C)c3)C2=O)no1 (stereo not given)	-1.8	1	-1.1	1.0	5	1	15	-2	1.6
COc1cccc(C(=O)Nc2c[nH]c(=O)[nH]c2=O)c1	1.2	3	0.2	-0.2	-5	-14	-4	0	-1.3
CCCCc1nc2ccccc2c(N)c1CCC (tested in a mixture with another compound)	1.1	-7	-5.4	0.2	-3	0	-1	0	1.1
COc1cc(C)c(C(C)C)cc1S(=O)(=O)NCCCn1ccnc1	·	10	-4.0	-0.2	-4	-6	6	-2	3.8
Cn1nc(C(=O)NC2=NCCS2)ccc1=O	·	6	-1.8	-0.2	0	-2	-3	-2	-1.1
O=C(CSc1ccsc1[N+](=O)[O-])N1CCCCC1	-3.4	7	0.9	-0.9	-42	-3	-2	0	-1.1
Cc1cc(NC(=O)CSc2ncnc3sc(C)c(C)c23)no1	1.9	8	-4.4	0.1	10	6	8	2	1.0
O=C(NCc1ccco1)c1cccc(S(=O)(=O)N2CCOCC2)c1	·	-15	-3.1	-1.2	4	-11	-6	-4	0.0
CSc1nc(Cl)c(Cc2ccc(OC(C)C)cc2)c(N(C)C)n1	1.4	18	-2.4	-0.4	3	-5	?	0	1.1
COC(C[C@@H]1O[C@@H]1[C@@H](O)COCc1ccccc1)OC	-2.0	-2	-1.5	-0.4	-4	-9	11	-2	-1.0
Cc1cccc(OCc2nnc(SCC(=O)NC3CCCCC3)n2C)c1	1.7	1	0.0	3.3	0	1	-6	2	0.7
Cc1csc(NC(=O)c2ccc(Cl)cc2[N+](=O)[O-])n1	3.2	-2	-0.3	0.4	-31	3	-4	-2	2.0
CCOC(=O)c1c(NC(=O)CC)sc(C(=O)N2CCCCC2)c1C	·	-4	-1.6	0.6	8	-6	26	1	-0.8
CCOC(=O)N1[C@@H]2C=C(C)[C@@H]2[C@@H]2[C@@H](C)C(=O)N21	·	5	-0.7	0.2	-2	-2	3	0	0.0

Whole records, looked up by structure.
COC(=O)c1cc(S(=O)(=O)N(C)c2ccc(C)c(C)c2)c[nH]1 across the screens: TcdB inh = 0.9; CCHFV vOTU inh = 11; FadD28 FP inh = -4.3; BoNT-A LC inh2 = 0.9; PrPC TRFRET = 1; BoNT-F LC inh = 9; Y pestis TopoI = -1; Anthrax LF inh2 = -4; PfHsp40 rescue = -0.1
CCOC(=O)N1[C@@H]2C=C(C)[C@@H]2[C@@H]2[C@@H](C)C(=O)N21 across the screens: TcdB inh = ·; CCHFV vOTU inh = 5; FadD28 FP inh = -0.7; BoNT-A LC inh2 = 0.2; PrPC TRFRET = -2; BoNT-F LC inh = -2; Y pestis TopoI = 3; Anthrax LF inh2 = 0; PfHsp40 rescue = 0.0

Next records
SMILES	TcdB inh	CCHFV vOTU inh	FadD28 FP inh	BoNT-A LC inh2	PrPC TRFRET	BoNT-F LC inh	Y pestis TopoI	Anthrax LF inh2	PfHsp40 rescue
COC(=O)C1=C(N)Oc2cc(C)n(Cc3cccnc3)c(=O)c2C1c1cc(OC)ccc1OC (stereo not given)	·	-11	0.2	-0.7	-3	0	-9	-8	1.1
[O-]c1c[n+](-c2ccc(-[n+]3cc([O-])on3)cc2)no1	-0.3	-9	-0.6	0.3	-40	4	7	-2	-1.4
CCOC(=O)N1CCC(N2CCCC(C(=O)c3ccccc3OC)C2)CC1 (stereo not given)	-2.3	12	-0.9	0.5	2	4	0	0	-2.0
COc1ccc(C(=O)Nc2ccc(S(=O)(=O)Nc3nccnc3OC)cc2)cc1OC	·	1	0.4	-1.5	-8	-16	10	-3	1.5
Cc1ccc(NS(=O)(=O)c2ccc3c(c2)N(C)CCO3)cc1	1.8	1	0.7	0.7	1	0	10	-1	-0.9
CN1C(=O)CC(N2CCN(C(c3ccccc3)c3ccccc3)CC2)C1=O (stereo not given)	·	3	-1.5	0.0	-4	3	-5	1	-0.4
O=c1[nH]nnc2c1sc1nc(N3CCOCC3)c3c(c12)CCCC3	0.3	10	-3.8	-0.1	8	0	2	0	-1.6
Cc1cccc(NC(=O)CNC(=O)Cc2ccc3c(c2)OCCO3)c1C	1.3	2	0.9	2.9	-3	-3	14	-4	-0.9
Nc1ccc(-c2cc(-c3ccc(N)cc3)nc(-c3ccccc3)n2)cc1	0.6	-14	-1.3	-0.6	4	-8	-12	-8	-0.8
COc1ccccc1CNC(=O)C(=O)c1cn(CC(=O)N2CCCCC2)c2ccccc12	0.6	-1	-3.2	0.0	5	4	10	-4	·
COC(=O)C1=C(c2c(C)noc2C)C[C@@H]2CC[C@H]1N2C(=O)N1CCCC1	0.2	7	1.2	-0.8	-2	-10	1	-9	-0.7
Cc1cccc(C)c1OCC1CNC(=O)O1 (stereo not given)	-0.1	-4	0.6	-1.6	-4	32	-5	7	0.6
Cc1cc(C)c(S(=O)(=O)c2ccccc2C)c(Cl)n1	·	-7	-5.0	0.1	7	6	-4	-1	0.3
CCOCc1cc(C)[nH]c(=O)c1C#N	·	-30	-2.8	-0.3	-1	?	2	4	-1.0
O=C(NC(=S)NC(c1ccccc1)c1ccncc1)c1ccccc1 (stereo not given)	0.7	-3	-2.3	-1.0	10	-6	?	-1	0.2
O=S(CC1CC1(Cl)Cl)CC1CC1(Cl)Cl (stereo not given)	0.6	0	-2.7	0.9	-4	2	2	0	-1.4
O=C(CC(c1ccccc1)c1ccccc1O)NCc1ccco1 (stereo not given)	0.9	-12	-1.9	0.3	-2	-2	1	-4	-1.1
O=S(=O)(c1ccc2c(c1)OCCO2)N(Cc1ccc(F)cc1)Cc1nnc(-c2cccs2)o1	·	9	-4.7	0.2	-3	-16	39	3	12
O=C(Nn1cnnc1)c1cc2cc(Br)ccc2oc1=O	·	6	0.2	-0.7	-6	-3	14	-3	1.8
N#Cc1c(-c2ccccc2)nc(-c2cccnc2)[nH]c1=O	-0.3	-2	-4.5	-0.5	7	13	5	-15	-0.4
CC1CCCC(C)N1CCCNC(=O)Cn1ncc2c3ccccc3n(C)c2c1=O (stereo not given)	·	·	0.0	-1.0	·	-1	9	-2	0.6
COc1ccc(CN2CCN(C(=O)Cn3nc(C(=O)O)c4ccccc4c3=O)CC2)cc1F	0.8	14	-4.1	0.2	-3	2	25	0	-0.5
Cc1nc([N+](=O)[O-])c(C(=O)OCc2ccccc2Br)n1C	0.5	0	-0.5	0.1	-4	1	2	0	-0.4
CCOc1ccccc1CNC(=O)CN1C(=O)CSc2ccc(S(=O)(=O)N3CCOCC3)cc21	1.5	-6	-5.2	2.6	11	3	12	5	1.5
CNC(=O)CSc1nc2ccccc2c(=O)n1-c1cc(OC)ccc1OC	2.2	-13	-1.6	0.1	-8	0	-2	-2	0.3
O=C(C[C@H]1C(=O)N(CCc2ccccc2)C[C@@H]1c1ccccc1)Nc1ccccc1	1.1	-1	-0.5	0.4	-7	1	26	0	·
O=C1/C(=C/c2ccccn2)SC(=S)N1c1ccc(O)cc1	1.0	-7	-2.0	-1.1	-1	8	-8	-5	-0.9
O=C(Cc1cccs1)NCc1ccc(Cl)cc1Cl	-0.1	1	-0.3	2.8	6	?	4	-9	-1.6
O=C(Cc1ccccc1)NNC(=O)C1CCCC1	-0.6	-6	-0.2	0.9	7	3	-15	7	-0.8
O=c1[nH]sc2ccccc12	-0.2	-14	-3.5	0.7	5	-6	-11	-6	1.9
